# Screens (PubChem)
# Pf Dd2 inh – qHTS Primary assay for Inhibitors of Plasmodium falciparum Dd2 growth in vitro; P. falciparum Dd2 growth, SYBR Green, 72 h; Potency, µM (titrated, usually from 28.9 µM), for the others: at the top dose activity, negative = inhibition, usual class: inhibitors; 4.3% of 120,000 active; active means well fitted inhibition curve with a large enough effect; inconclusive means small, poorly fitted or top-dose-only effect; inactive means no such curve, though single readings can be large or run the other way;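 further: plate controls were DMSO vehicle for no effect and reference drug for full effect; nearly all actives have a fitted effect of over 65% in size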
#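 Readout: SYBR Green fluorescence, 485 nm excitation, 535 nm emission, after ~16 h lysis at 37C. Before that, Dd2-infected red cells (2.5% hematocrit) grew 72 h with compound, 29 uM top final concentration.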
# Active calls of the source: *; i = inactive; u = inconclusive; [ ] = another dose, or the depositor's remark. Potency means the concentration at half of the fitted maximal effect. Only part of the results is shown. The share of hits here may be higher or lower than overall.
entry	canonical_smiles	Pf Dd2 inh
1	CCOc1ccccc1NC(=O)c1c(NC(=O)COc2ccccc2)sc2c1CCCCC2	u
2	Cc1ccccc1Cn1cc(-c2ccncc2)cc1C(=O)NCc1ccncc1	u
3	CCN1CCCCC12Cc1ccccc1CN(C(=O)c1c(C)noc1C)C2 (configuration not stated)	u
4	Cc1ccc(CNC(=O)NCC(=O)N2CCCCCNC(=O)CC2c2ccccc2)cc1 (configuration not stated)	-11%
5	Cc1cccc(C(=O)Nc2ccc3oc(-c4ccncc4)nc3c2)c1	u
6	Cc1cccc(NC(=O)C2CCN(S(=O)(=O)c3cccc4nsnc34)CC2)c1C	27%
7	O=C(CC[C@@H]1CNC(=O)[C@@H]2C[C@H](NC(=O)Nc3cccc(Cl)c3)CN12)NCc1ccccc1	u
8	COCCNC(=O)[C@@H]1C[C@@H](O)CN1C1CCN(C(=O)c2cccs2)CC1	-1%
9	COc1ccc(C(=O)N2CCC(n3cc(-c4nc(-c5ccccc5)no4)nn3)C2)cc1 (configuration not stated)	u
10	CCc1ccccc1NC(=O)Cc1ccc(NC(=O)N2CCCCc3ccccc32)cc1	41%[activator]
11	CC(C)CCNC(=O)Cn1nc(N2CCN(c3ccccc3)CC2)ccc1=O	4%
12	Cc1ccc(NC(=O)CC2CCCN(c3cnn(CC4CC4)c(=O)c3)C2)c(C)c1 (configuration not stated)	u

entry	canonical_smiles	Pf Dd2 inh
13	O=C(Cn1nc(-c2ccccc2)c2cnc3ccc(F)cc3c21)NC1CCCC1	i
14	COCCNC(=O)[C@@H]1C[C@H](Oc2cccnc2)CN1C(=O)c1ccc(OC)nc1OC	2%
15	COc1ccc(CN2CCC3(COc4ccccc4C(=O)N3)C2)cc1 (configuration not stated)	-15%
16	CCc1cccc(C)c1NC(=O)C1CCCN1S(=O)(=O)c1cccc2nsnc12 (configuration not stated)	5µM*
17	CCC1=C(C(=O)OC)C(c2ccccc2F)N2C(CC(=O)NC3CC3)=CSC2=N1 (configuration not stated)	u
18	O=C(NC1CCCC1)c1noc(-c2ccc[nH]c2=O)n1	u
19	CNC(=O)C1(N2CCC[C@H]2C(=O)NCCN(C)C)CCCCC1	7%[44.1 µM]
20	CC(C)(C)NC(=O)CCSc1nc(-c2ccc3c(c2)OCO3)cc(C(F)(F)F)n1	i
21	CCn1c(=O)cc(OCC(=O)N2CCN(c3ccc(C(C)=O)cc3)CC2)c2ccccc21	i
22	O=C(Nc1cccc(C(F)(F)F)c1)c1cc2ccc3cccnc3c2[nH]1	30%
23	COCc1nnc2n1CCC(NC(=O)c1sc(C)nc1C)CC2 (configuration not stated)	i
24	COc1ccc(C(=O)N2CCCC(c3nc(-c4ccccc4)no3)CCNC(=O)CC2)cc1F (configuration not stated)	u

entry	canonical_smiles	Pf Dd2 inh
25	CC[C@H]1CN(C(=O)C(C)(C)C)CC[C@H]1CC(=O)N(C)CC#N	-16%[44.1 µM]
26	CC(C)Cc1cn(CC2CCCN(C(=O)NC3CCCCCC3)C2)nn1 (configuration not stated)	0%
27	Oc1c(C(c2ccccc2F)N2CCN(c3ccccc3F)CC2)sc2nc(-c3ccco3)nn12 (configuration not stated)	i
28	COCCCn1c(SCC(=O)Nc2ccc(F)cc2)nc2c(sc3ccccc32)c1=O	u
29	COc1ccc(-c2noc([C@@H]3CCCN3C(=O)c3ccccc3Cl)n2)cc1	u
30	Cc1cccc(CNC(=O)c2cnc3sc(N4CCCCCC4)nn3c2=O)c1	u
31	CN1C(=O)c2cccn2CC1C(=O)NC1CCCCCC1 (configuration not stated)	5%
32	CCN1CCN(C(=O)c2ccc(-c3nnc4ccc(NC(=O)C5CCC5)cn34)cc2)CC1	u
33	Cc1nc2c(c(NC3CC3)n1)CCN(C(=O)CCc1cccnc1)CC2	-16%
34	CCOc1ccc(-c2cc(C(=O)NCc3ccccc3)c3c(-c4ccc(CC)cc4)[nH]nc3n2)cc1	45%[activator]
35	O=C(c1ccco1)N1CCC2(CC1)NCCc1c2[nH]c2ccccc12	u
36	CSCC[C@@H]1NC(=O)c2cc(NC(=O)c3ccc4ccn(C)c4c3)ccc2NC1=O	u

entry	canonical_smiles	Pf Dd2 inh
37	COc1cc(NS(=O)(=O)c2cc(Br)cc3c2N(C(=O)C2CC2)CC3)cc(OC)c1	-18%
38	Cn1nccc1C(O)c1cc2n(n1)CCN(CC(=O)NCc1ccco1)C2 (configuration not stated)	-11%
39	CCc1ccccc1NC(=O)N1CC(C(=O)N(C)C)C2(CCOCC2)C1 (configuration not stated)	i
40	O=C(c1ccn[nH]1)N1CCC(c2nc(CCOCC3CC3)no2)C1 (configuration not stated)	39%[activator]
41	NC(=O)Cc1c[nH]c2ncc(-c3ccccc3C(F)(F)F)cc12	9%[44.1 µM]
42	COc1ccc(-c2noc(CCC(=O)N(C)c3ccccc3C)n2)cc1	-14%
43	CCOCc1nc(C2CCCN(C(=O)c3ccccn3)C2)no1 (configuration not stated)	57%[activator]
44	CCn1cc(S(=O)(=O)N2CCCC(Cc3noc(-c4cnccn4)n3)C2)cn1 (configuration not stated)	u
45	OCC1CCCN(c2cc(-c3ccccc3F)nc3ccnn23)C1 (configuration not stated)	-17%
46	Cc1nc(-c2ccccc2Br)cc([C@H]2CN3CC[C@H]2C[C@@H]3CNC(=O)Nc2ccccc2)n1	u
47	COc1ccc(OC(=O)c2nc(SCc3ccc(C)cc3)ncc2Cl)cc1	6%
48	O=C(Nc1cccc(C(F)(F)F)c1)N[C@H]1[C@H](O)[C@@H](N2CCN(c3ccccc3)CC2)[C@@H]2OC[C@H]1O2	u

entry	canonical_smiles	Pf Dd2 inh
49	O=C(CCc1nnn2c1CN(C(=O)c1ccc(F)cc1)CC2)NC1CC1	-11%
50	COc1ccc(OC)c(NC(=O)Cn2c(N3CCCCC3)nc(C)c(C)c2=O)c1	-24%
51	Clc1ccc(-c2cnc([C@@H]3COCCN3Cc3ccccc3)[nH]2)cc1	10µM*
52	CCC1(N2CCN(C(=O)NCc3cccc(F)c3)CC2)CCN(C(=O)C(C)C)C1 (configuration not stated)	i
53	Cc1ccc(CN2CCN(Cc3ccc(=O)n(C)c3)CC2)cc1	-13%
54	O=C1Nc2ccc(-c3ccccc3)cc2C(=O)N2C[C@H](O)C[C@@H]12	-7%[44.1 µM]
55	Cc1ccc(Cl)cc1Nc1nn2c(=O)c3ccc(C(=O)NC4CCCCC4)cc3nc2s1	u
56	COCC(C)NS(=O)(=O)c1ccc(N2CCCCS2(=O)=O)cc1 (configuration not stated)	33%[activator]
57	O=C1CN(Cc2ccc(-c3ccsc3)cc2)CCN1c1cc(Cl)ncn1	-10%
58	COC(=O)c1ccc(NC(=O)CN(C)S(=O)(=O)c2ccc(Br)s2)cc1	-26%
59	CC(C)CC(NS(=O)(=O)c1ccc2c(c1)oc(=O)n2C)C(=O)NCc1ccccc1Cl (configuration not stated)	5%
60	COc1ccc(CN2C(=O)O[C@@H]3CN(c4nc(C)cc(C)n4)C[C@@H]32)cc1OC	2%

entry	canonical_smiles	Pf Dd2 inh
61	O=C(CSc1nc2c(c(=O)[nH]1)CCC2)Nc1cccc(O)c1	3%
62	O=C1[C@H]2CN(Cc3ccc(F)cc3F)C[C@H]2C(=O)N1Cc1ccc2c(c1)OCO2	-19%
63	CC(C)Oc1ccc2c(NC(=O)c3ncc(F)cc3F)nn(CC(F)(F)F)c2c1	-27%
64	COc1ccccc1NC(=O)c1nn(C)c2c1CS(=O)(=O)c1ccccc1-2	u
65	Cc1ccc(-c2nccn3cc(C(=O)NCc4nc5ccccc5n4C)nc23)cc1	u
66	Cc1ccc(-c2ccc(=O)n(Cc3cc(C)ccc3C)n2)cc1	-17%
67	O=C(c1ccccc1-n1cccn1)N1CCN(Cc2ccccc2CO)CC1	-17%
68	CC(C)NC(=O)N1C[C@@H]2C[C@H](C1)c1ccc(-c3cccc(C(F)(F)F)c3)c(=O)n1C2	u
69	CC(=O)NCC(=O)N1CCCC2(CN[S+](=O)([O-])c3cccnc3O2)C1 (configuration not stated)	10%
70	CCN(Cc1nc(-c2ccc(OC)c(OC)c2)no1)S(=O)(=O)c1ccc(OC)cc1	i
71	CCOC(=O)c1c(Nc2ccc(F)cc2)nnc(-c2ccccc2)c1-c1ccccc1	-29%
72	Cc1cc(CN(C)c2ccc(-c3nc(-c4ccccc4F)no3)cn2)on1	-15%

entry	canonical_smiles	Pf Dd2 inh
73	O=C1[C@H]2CN(Cc3cccs3)C[C@H]2C(=O)N1Cc1ccc2c(c1)OCO2	-23%
74	CC1(c2ccccc2)N(Cc2ccccc2F)C(=O)OC12CCN(Cc1cccc(O)c1)CC2 (configuration not stated)	u
75	CCN(CC)CCNC(=O)C(=O)Nc1c2c(nn1-c1ccc(F)cc1)CSC2	u
76	COc1ccccc1C(=O)N1CCC(N2Cc3ccccc3C2=O)CC1	17%
77	O=C(Nc1cccc(F)c1)c1cnc2sc(N3CCCC3)nn2c1=O	1%
78	Cc1noc(C)c1CCC(=O)N[C@@H]1CCOC[C@H]1Oc1ccccn1	12%
79	CC(C(=O)N1CCCN(S(=O)(=O)c2ccccc2)CCC(=O)NCC1)c1ccccc1 (configuration not stated)	-7%
80	CCS(=O)(=O)N1CCc2cc(C(=O)Nc3ccc(OC)c(Cl)c3)ccc21	-23%
81	COc1ccccc1-c1cnc2n[nH]c(-c3ccc4c(c3)OCO4)c2n1	-4%[44.1 µM]
82	COc1ccc(-c2noc(-c3nc(C)no3)n2)cc1F	u
83	CCC(NC(=O)c1cc(OC)ccc1OC1CCN(C(C)=O)CC1)c1ccc(F)cc1 (configuration not stated)	-1%
84	CN1CCC(C(=O)N2Cc3ccccc3CC3(CCCN(Cc4cccnc4)C3)C2)CC1 (configuration not stated)	8.9µM*

entry	canonical_smiles	Pf Dd2 inh
85	CCCCC(=O)Nc1nnc(S(=O)(=O)N(CC)c2cc(C)cc(C)c2)s1	-6%
86	CN(Cc1cnccn1)c1ccc(-c2nc(CCCc3ccccc3)no2)cn1	u
87	Cc1ccc(C2Cn3nnc(-c4noc(-c5ccccc5)n4)c3CO2)cc1 (configuration not stated)	34%[activator]
88	COCCNC(=O)c1ccc2c(c1)N(C)C(CC(=O)N1CCCCC1)CO2 (configuration not stated)	-11%
89	O=C1CCCN1CCCN1C(=O)[C@H]2CN(Cc3ccc(Cl)cc3)C[C@H]2C1=O	-1%
90	Cc1ccc(C(=O)Nc2ccc3oc(-c4cccnc4)nc3c2)c(Cl)c1	u
91	Cc1ccsc1CN1CCCCC12Cc1ccccc1CNC2=O (configuration not stated)	u
92	CCn1ccc(C(=O)N2CCC3(CC2)CCC3(O)CC)n1 (configuration not stated)	u
93	COc1ccc(-n2c(SCC(=O)N3CCCc4ccccc43)nc3c([nH]c4ccccc43)c2=O)cc1	12%
94	Cc1nc2cccnc2n1CC1CCCN(S(=O)(=O)Cc2ccccc2Cl)C1 (configuration not stated)	u
95	Cc1ccc(CNC(=O)CN(c2cc(C)cc(C)c2)S(=O)(=O)c2c(C)[nH]c(=O)[nH]c2=O)cc1	80%[activator]
96	COc1ccc(C(=O)N2CCC3(CC2)OC(=O)N(Cc2ccccc2)C3(C)c2cccnc2)cc1 (configuration not stated)	u

entry	canonical_smiles	Pf Dd2 inh
97	Cc1ccc(S(=O)(=O)CC(=O)Nc2sc3c(c2C(N)=O)CCCC3)cc1	85%[activator]
98	COCC(=O)N1CCCC(C(=O)NCc2nncn2C2CCCCC2)C1 (configuration not stated)	-20%
99	CCCNC(=O)N1CCCN(C(=O)C2CC2)C(c2ccccc2)CC(=O)NCC1 (configuration not stated)	9%
100	O=C1c2cc(N3CCOCC3)nc(-c3ccc(CO)cc3)c2CN1Cc1ccccc1	u
101	COc1ccc(C(=O)N2CCC3(CC(c4cccc(C(F)(F)F)c4)=NO3)C2)cc1 (configuration not stated)	u
102	O=C(NCCc1noc(-c2ccccc2)n1)C1CCCC1	-15%
103	COCCn1c(SCC(=O)c2c[nH]c3ccccc23)nc2cc(C(=O)NCC(C)C)ccc2c1=O	21%
104	Fc1ccc(C(Nc2ccc(Cl)c(C(F)(F)F)c2)c2nnc(-c3ccccc3)o2)cc1 (configuration not stated)	u
105	O=C(c1cccc(OC(F)F)c1)N1CC[C@H](N2CCOCC2)[C@H](CCCO)C1	-9%
106	O=C(c1ccc2c(c1)OCO2)N1CCC(N2Cc3ccccc3C2=O)CC1	22%
107	COCCNC(=O)c1ccc(N2CC3CC(C2)[C@H]2CCCC(=O)N2C3)nc1 (some centres not stated)	-20%
108	COc1ccc(CNC(=O)Cc2c(C(=O)O)c(C)cn2C)cc1	17%

entry	canonical_smiles	Pf Dd2 inh
109	Cn1cnc(C(=O)N2CCC(OC3CCN(S(C)(=O)=O)CC3)CC2)c1	44%
110	CN1CCN(C(=O)c2ccc(N3CC4CC(C3)[C@H]3CCCC(=O)N3C4)nc2)CC1 (some centres not stated)	i
111	COc1cc(OC)c(NC(=O)N2CCc3cc(S(=O)(=O)N4CCC(C)CC4)ccc32)cc1Cl	u
112	O=C(O)CCn1c(=O)c2cccn2c2cccnc21	28%
113	CCOC(=O)c1c(C)sc(-c2c(-c3ccc4c(c3)OCCO4)[nH]c3c2c(=O)n(C)c(=O)n3C)c1O	8.9µM*
114	COc1ccc(NC(=O)c2cc(C3CC3)nc3c2c(C)nn3-c2ccc(C)cc2)cc1OC	u
